High-throughput results as filed in PubChem.
AGP1 TOR yeast = alters AGP1-GFP fluorescence in TOR pathway yeast screen; GFP response vs DMSO, % at 10 µM; 320,000 tested, 0.02% active; S. cerevisiae AGP1-GFP multiplex flow cytometry, 3 h; GFP as percent of DMSO wells;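 active = GFP response relative to DMSO above a set limit, near screen average plus 3 SD, cut at about 150% in these data; inconclusive = fewer than 70 cells counted for the yeast strain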;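 note: median GFP channel fluorescence of the gated AGP1 strain per well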
VLA-4 inh = inhibition in a human VLA-4 binding assay; P13612; VLA-4 expressing cells, ligand binding flow cytometry; inhibition, % (about 7 µM as worked out from the volumes in the protocol); 330,000 tested, 0.2% active; in the data active = inhibition above about 50%
GRK2 inh = blocks RNA aptamer binding to human GRK2; bead flow cytometry, FAM-aptamer displacement from GRK2; inhibition of aptamer binding, % at 10 µM; 330,000 tested, 0.59% active;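 active = inhibition of aptamer binding above 40%, roughly 3 SD of noise, on plates passing a quality check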;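 note: median bead fluorescence of bound FAM aptamer so fluorescent compounds give negative values; no value below 0 was filed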
Target sequence (P25098 whole entry, looked up): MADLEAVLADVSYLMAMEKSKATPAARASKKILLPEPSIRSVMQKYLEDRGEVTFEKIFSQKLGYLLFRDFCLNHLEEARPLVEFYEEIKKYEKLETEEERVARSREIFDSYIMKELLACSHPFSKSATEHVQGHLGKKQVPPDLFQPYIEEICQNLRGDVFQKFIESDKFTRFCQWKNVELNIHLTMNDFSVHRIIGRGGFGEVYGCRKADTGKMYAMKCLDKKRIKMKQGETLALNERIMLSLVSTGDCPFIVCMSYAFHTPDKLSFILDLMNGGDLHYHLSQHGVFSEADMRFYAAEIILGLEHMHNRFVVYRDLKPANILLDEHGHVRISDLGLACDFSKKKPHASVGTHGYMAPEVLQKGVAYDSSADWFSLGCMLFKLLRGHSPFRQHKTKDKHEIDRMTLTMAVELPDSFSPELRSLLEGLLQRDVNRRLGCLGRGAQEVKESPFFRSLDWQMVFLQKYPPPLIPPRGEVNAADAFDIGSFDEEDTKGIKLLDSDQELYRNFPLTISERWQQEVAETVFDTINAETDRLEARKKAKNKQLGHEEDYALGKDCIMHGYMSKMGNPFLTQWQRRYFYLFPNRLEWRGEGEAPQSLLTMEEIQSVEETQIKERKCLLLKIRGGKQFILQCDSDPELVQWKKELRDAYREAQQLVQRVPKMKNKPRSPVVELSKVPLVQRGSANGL
CIT2 TOR yeast = modulators of TOR pathway CIT2-GFP in S. cerevisiae | S. cerevisiae CIT2-GFP strain, flow cytometry, 3 h; 100 means same as DMSO wells | 320,000 tested, 0.065% active | AID 2029 | GFP response vs DMSO, % at 10 µM;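 active = GFP response relative to DMSO above a set limit, near the screen mean plus 3 SD, cut at about 150% in these data; inconclusive = Fewer than 70 cells measured for a yeast strain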;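 note: ratio of well median GFP fluorescence to mean of DMSO wells on the plate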
RPL19A TOR yeast = yeast TOR pathway RPL19A-GFP modulation; S. cerevisiae RPL19A-GFP strain, flow cytometry, 3 h; hits give low values; percent response vs DMSO, % at 10 µM; 330,000 tested, 0.3% active;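 active = percent response vs DMSO below 50%; inconclusive = fewer than 70 events counted for the yeast strain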;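 note: median channel GFP fluorescence of the barcoded RPL19A-GFP strain; ratio of sample median GFP to plate DMSO average so 100% = DMSO; lower means less RPL19A-GFP as with rapamycin TOR inhibition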
JMJD2C inh = human JMJD2C demethylase inhibition. AID 2099. GST-JMJD2C(1-420) H3K9me3 demethylation, DELFIA europium. 330,000 tested, 0.069% active. inhibition, % at 2.35 µM;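 active = more than half of a compound's replicate wells show inhibition beyond 50%, single wells judged on their own value; inconclusive = some, but no more than half, of replicates pass 50% inhibition; inactive = no replicate passes 50% inhibition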;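 note: signal counts dimethyl H3K9 product captured on neutravidin plate; 0% = median of DMSO wells and 100% = 0.3 times that DMSO median; strong numbers were not always called active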
LAP4-GFP MLPCN = modulators of TOR pathway LAP4-GFP in S. cerevisiae; 320,000 tested, 0.34% active; GFP response vs DMSO, % at 10 µM; AID 2023; S. cerevisiae LAP4-GFP multiplex, flow cytometry GFP, 3 h; median GFP as percent of DMSO wells;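 active = GFP response vs DMSO above a set limit, about the screen mean plus 3 SD, cut at about 150% in these data; inconclusive = under 70 cell events counted for the yeast strain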
MEP2-GFP yeast = alters MEP2-GFP fluorescence in TOR pathway yeast screen | S. cerevisiae MEP2-GFP strain, flow cytometry GFP, 3 h; 100% = DMSO control level | GFP response vs DMSO, % at 10 µM | 330,000 tested, 0.51% active;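 active = GFP response versus DMSO above a set limit, roughly screen mean plus 3 SD, cut at about 180% in these data; inconclusive = fewer than 70 cells counted for a yeast strain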;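 note: median GFP fluorescence of the barcode-gated MEP2-GFP cells per well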
* marks the source's active call; other numbers are inactive results; ? = inconclusive; . = not tested or not shown; [ ] = remark or other dose. Compounds were not picked by outcome. About 1.7% of those tested had a hit in this group.

Compound,AGP1 TOR yeast,VLA-4 inh,GRK2 inh,CIT2 TOR yeast,RPL19A TOR yeast,JMJD2C inh,LAP4-GFP MLPCN,MEP2-GFP yeast
CC(=O)Nc1ccc(NC(=O)c2cc(-c3ccccc3)nc3ccccc23)cc1,102,-1,0,101,107,36,99,108
O=C(NCCOc1ccccc1)c1ccccc1[N+](=O)[O-],98,1,2,100,96,1,95,93
Clc1ccc(-c2nnc(NCCN3CCCC3)c3ccccc23)cc1,100,9,0,92,94,24,113,98
O=S(=O)(O)c1cccnc1SCc1ccccc1,102,2,4,90,100,-6,105,101
CC(C)CC1(C)NC(=O)N(Cc2cc([N+](=O)[O-])cc3c2OCOC3)C1=O (stereo unspecified),92,2,0,85,95,5,99,98
Cc1ccc(N(Cc2cc(=O)[nH]c3ccccc23)C(=O)CCl)cc1,97,5,2,98,104,21,90,118
Cc1ccc(N(CC(=O)NCc2ccccc2)C(=O)CCC(=O)Nc2ccccn2)cc1,99,0,2,96,104,-3,94,99
CCCC(=O)c1cc2c(cc1NC(=O)c1cccs1)OCCO2,106,-1,0,94,101,3,93,99
COC(=O)CCC(=O)OC1(C)C(=O)C2=CN(CCCCO)C(c3ccc(OC)cc3)=CC2=C(Br)C1=O (stereo unspecified),97,-13,14,92,95,-4,93,103
COc1ccc(/C=N/NC(=S)Nc2cccc(C(=O)O)c2)cc1,101,2,0,112,106,2,90,102
CCOC(=O)c1sc(N(Cc2ccccc2)C(=O)COC(=O)c2ccccc2O)nc1C,98,5,5,101,99,0,101,106
Cc1ccc(N2CCN(C(=O)c3nn(C)c4c3CS(=O)(=O)c3ccccc3-4)CC2)c(C)c1,92,1,5,91,88,4,99,85
CCOCC(=O)Nc1nnc(SCCOC)s1,?,18,3,?,15*[may fluoresce violet],2,107[may fluoresce violet],294*[may fluoresce violet]
Cc1ccc(S(=O)(=O)Cc2cc(F)c([N+](=O)[O-])cc2[N+](=O)[O-])cc1,51,26,3,83,92,-6,172*,121
C=CCC1(CC=C)CCCN1C(=O)C1CCC(=O)N(CCc2ccc(OC)cc2)C1 (stereo unspecified),96,9,0,94,102,-7,92,92
Cc1nc(Cc2nnc(SC(C)C(=O)Nc3cccc(C#N)c3)o2)cs1 (stereo unspecified),108,-5,0,104,100,3,106,103
Cc1ccc(-c2cc(C(=O)O)c3cc(Br)ccc3n2)o1,97,7,3,85,97,-3,96,88
CC1(C)CC(=O)C(N=Nc2ccc(S(=O)(=O)N3CCCCCC3)cc2)=C(O)C1,94,0,0,94,97,6,96,97
N#Cc1cccc(Cn2cc(C(F)(F)F)ccc2=O)c1,109,6,0,99,97,-3,104,100
CCCCCCCOC1(c2ccccc2)OC(=O)c2ccccc21 (stereo unspecified),97,3,0,99,98,-1,101,102
COc1ccc(C)cc1NC(=O)Nc1cccc(C(=O)O)c1,98,21,0,89,95,28,97,97
Cc1c(S(=O)(=O)N2CCCC(C(=O)O)C2)cnn1C (stereo unspecified),107,12,0,94,97,0,108,95
Cc1cccc(N(CC(=O)NCCSc2ccccn2)S(=O)(=O)c2ccccc2)c1,98,6,0,102,100,-2,100,98
CC(C)[C@H](N)c1nnc(SCC(=O)c2ccc(Cl)cc2)o1,98,5,0,103,95,24,94,96
COc1cccc(/C=N/NC(=O)c2csc(-n3nc(C)cc3C(F)(F)F)n2)c1,100,2,0,98,103,-10,97,99
CCOC(=O)c1[nH]c2ccc(OC)cc2c1NC(=O)OC,.,6,0,99,96,4,100,110
O=C(Nc1ccc(S(=O)(=O)Nc2cnc3ccccc3n2)cc1)c1cc(F)c(F)cc1Cl,104,-4,3,111,108,16,96,108
CC1CCC(NC(=O)C2CCN(C(=O)Nc3ccccc3)CC2)CC1 (stereo unspecified),101,13,0,103,98,3,95,104
O=C(N=C1SC2CS(=O)(=O)CC2N1c1ccc(Cl)c(Cl)c1)C1CCCO1 (stereo unspecified),102,0,0,108,102,-10,98,102
N#Cc1ccc(OCCN2CCc3ccccc3C2)cc1,106,8,0,101,95,6,109,106
CCN(CC(=O)NC(C)C)C(=O)c1cc(S(=O)(=O)N2CCCCC2)ccc1N1CCCCC1,109,0,0,114,105,-6,105,107
CCNC(=O)c1c(C)nc2ccccn12,94,2,2,94,94,28,102,108
CCN(CC(=O)NCc1cccs1)C(=O)COc1cccc(C(F)(F)F)c1,99,12,0,93,100,2,98,96
O=C(c1ccccc1)c1nn(-c2cccc(Cl)c2)c2nc(-c3ccccc3)cc(=O)n12,100,5,0,96,95,4,93,96
CCOc1ccc(NC(C)c2cc(Cl)ccc2O)cc1 (stereo unspecified),110,7,0,103,101,-2,103,97
CCCCNc1nc2c(-c3ccccc3)nnn2c2ccccc12,47,-3,0,102,88,1,92,111
Cc1[nH]c2ccccc2c1C1(O)C(=O)N(Cc2ccc3c(c2)OCO3)c2ccccc21 (stereo unspecified),100,-1,3,98,101,5,105,106
O=C(Nc1nc(NC(=O)c2ccco2)n(-c2ccccc2)n1)c1ccccc1,109,6,0,102,103,-6,99,104
O=c1[nH][nH]c(-c2ccccc2O)c1C(C[N+](=O)[O-])c1ccccc1 (stereo unspecified),100,0,5,93,100,-14,95,98
CCc1c(C)nc(SCCOc2ccc(OC(C)C)cc2)[nH]c1=O,107,-3,0,98,106,-17,105,97
Cc1ccc(N2CCN(/N=C/c3sccc3C)CC2)cc1,99,25,3,100,99,9,111,108
CN(Cc1ccccc1)C(=O)COc1ccc(C(C)(C)C)cc1,93,5,0,96,93,0,100,98
CC(C)(C)NC(=O)C(c1ccco1)N(Cc1ccc2c(c1)OCO2)C(=O)Cn1nnc2ccccc21 (stereo unspecified),102,12,3,101,99,25,99,101
CC(C)(C)C(=O)N1CCCC1C(=O)O (stereo unspecified),99,2,0,101,95,-1,89,95
O=C(COc1ccc(Nc2ccccc2)cc1)Nc1ccncc1,103,-28,19,97,98,1,104,108
O=C(O)C1(P(=O)(c2ccc(Cl)cc2)c2ccc(Cl)cc2)CCCC1,96,5,1,103,105,1,90,108
COC(=O)c1ccc(NC(=O)CSc2nn3c(=O)c(C)nnc3s2)cc1,99,5,0,98,100,5,100,103
CN1CCN(NC(=O)/C=C/c2ccc(Br)cc2)CC1,102,2,36,100,99,-5,94,94
O=C(Nc1ccccc1)/C(=C/c1cccc(Br)c1)NC(=O)c1ccco1,105,16,0,105,107,3,93,99
COc1ccc(Nc2oc(-c3ccccc3Cl)nc2C#N)cc1,90,-15,0,85,98,51,86,92
Cc1ccnc(NC(=O)c2oc3ccccc3c2C)c1,85,-3,3,95,97,7,115,102
Cc1ccnc2nc(NC(=O)c3ccco3)nn12,102,-12,0,118,104,-5,91,104
O=C1CN=C(Nc2ccccc2Cl)N1Cc1ccc2c(c1)OCO2,100,3,0,91,98,-8,95,102
Cc1nn(C(=O)/C(C#N)=C/N(C)C)c(C)c1C,99,4,0,85,103,-6,105,88
O=c1c2ccccc2c(C=Nc2ccc(S(=O)(=O)N3CCCCC3)cc2)c(O)n1-c1ccc(Cl)cn1,98,-2,1,100,103,-1,98,105
Cc1cc(C)n(CNc2nc(C(F)(F)F)cs2)n1,?,5,2,99,92,1,?,89
CCOC(=O)c1c(NC(=O)CN2C(=O)NC3(CCCC3)C2=O)sc(C)c1CC,103,6,0,97,103,-1,101,102
CCOc1ncccc1C(=O)N(CC)CC(=O)Nc1ccc(NC(C)=O)cc1,99,-9,0,101,100,7,102,111
COc1ccc(COCC(O)CN2CCOCC2)cc1OC (stereo unspecified),109,10,1,109,106,.,110,106
Cc1ccc(S(=O)(=O)N2CCOCC2)cc1C(=O)OCC(=O)NC1CCCC1,99,-6,1,102,98,2,97,107

Continued:
Compound,AGP1 TOR yeast,VLA-4 inh,GRK2 inh,CIT2 TOR yeast,RPL19A TOR yeast,JMJD2C inh,LAP4-GFP MLPCN,MEP2-GFP yeast
CCC(Sc1nc2cc(OC)c(OC)cc2c(=O)n1CCc1ccc(S(N)(=O)=O)cc1)C(=O)NCCOC (stereo unspecified),98,5,1,100,92,-3,100,95
CC(O)C(O)C(O)C(O)/C=N/NC(=O)c1ccccc1 (stereo unspecified),97,-1,0,102,99,-6,89,102
Cc1sc2ncnc(SCC(=O)N(C)C3CCS(=O)(=O)C3)c2c1C (stereo unspecified),97,6,0,93,96,-21,102,97
NNC(=O)COc1ccc(C(F)(F)F)cc1,103,-3,0,102,109,-25,99,100
Cc1cccc(C(=O)NCCCNC(=O)c2ccc(C)nc2)c1,101,2,1,97,103,4,93,100
Cc1ccc(S(=O)(=O)N2c3ccc(S(N)(=O)=O)cc3CC2C)cc1 (stereo unspecified),98,9,4,99,103,31,93,106
Cc1cccc(CSc2nc3c(c(-c4cccs4)c2C#N)CN(C)CC3)c1,121,-121,0,88,95,-3,103,91
COC1=C(OC)c2ccccc2C(C(=O)O)N/C1=C(/C)Nc1ccncc1 (stereo unspecified),99,2,1,105,98,-10,104,109
CC(=O)Nc1ccc(S(=O)(=O)N2CCCN(S(=O)(=O)c3ccc(NC(C)=O)cc3)CC2)cc1,106,8,2,103,99,16,90,99
COC(=O)C1CCN(C(=O)C23CCC(C)(C(=O)O2)C3(C)C)CC1 (stereo unspecified),.,7,1,85,87,3,83,86
Cc1ccc(NC(=O)c2cc3nc(C)cc(C)n3n2)cc1,.,-7,1,92,91,-2,98,101
Cc1nn(-c2ccccc2)c2sc(C(=O)OCc3nnc(-c4ccccc4)o3)cc12,100,0,2,99,96,-1,94,98
CCN(CC)CCOC(=O)c1cccc(OC)c1,.,-7,1,115,98,7,106,101
O=C(CSc1cn(CC(=O)N2CCCC2)c2ccccc12)NCC1CCCO1 (stereo unspecified),88,0,0,98,95,-2,89,92
O=C(O)C1CC=CCC1C(=O)Nc1ccccc1C(=O)N1CCN(c2ccc(F)cc2)CC1 (stereo unspecified),103,-8,0,103,105,8,97,103
Cn1c(=O)c2c(nc(N/N=C/c3cccs3)n2Cc2ccc(Br)cc2)n(C)c1=O,103,8,0,103,98,-3,90,93
Cc1ccccc1CN(c1ccc(C(=O)N2CCc3ccccc3C2)cc1)S(C)(=O)=O,106,-5,0,107,101,4,106,106
COc1ccc(-c2cc(C(F)(F)F)n3nc(C(=O)N4CCCC4)cc3n2)cc1,98,1,0,106,99,-9,96,106
CCCSC(=S)NC1CCS(=O)(=O)C1 (stereo unspecified),96,31,0,101,101,7,111,102
CCn1c(SCc2nc(N)nc(N3CCCCC3)n2)nc2c1c(=O)n(C)c(=O)n2C,102,19,0,99,100,6,96,98
O=C(N/C(=C\c1ccco1)C(=O)N1CCOCC1)c1ccc([N+](=O)[O-])cc1,94,-6,0,100,98,-5,91,91
Cc1ccc(NC(=O)C(=O)NCCCN2CCCC2=O)c(C)c1,109,3,1,104,102,0,102,111
